L3MBTL1 inh: qHTS Assay for the Inhibitors of L3MBTL1; Potency, µM (series often up to 57.1 µM), for the others: at the highest dose activity, negative = inhibition, actives largely listed as inhibitors; Lethal(3)malignant brain tumor-like protein 1 (Homo sapiens), Q9Y468; 230,000 tested, 0.66% active; AlphaScreen L3MBTL1–H3K9me1 peptide binding; further: nearly all actives have a fitted effect of over 60% in size
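AlphaScreen proximity signal between nickel-chelate acceptor and streptavidin donor beads (final 10 ug/mL) reports binding of 50 nM L3MBTL1 to 75 nM biotin-H3 K9me1 peptide; complex incubated with compounds 30 min at room temperature; cefsulodin titration as control.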
RECQ1 helicase: qHTS Assay for Inhibitors of RecQ-Like Dna Helicase 1 (RECQ1); ATP-dependent DNA helicase Q1 (Homo sapiens), P46063; RECQ1 DNA unwinding, red fluorescence kinetic read; Potency, µM (titrated, usually from 57.3 µM), for inactives: at the highest dose activity, negative = inhibition, hits mostly inhibitors; 240,000 tested, 0.54% active; AID 2549, 2010;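 further: plate controls were vehicle for no effect and no enzyme for full effect; nearly all actives have a fitted effect of over 30% in size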
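50 nM RECQ1T1 preincubated 15 min with compound in Tris pH 8.0 buffer with MgCl2, DTT, Tween-20 and 2.5 ug/ml poly(dI-dC); started with 200 nM TAMRA/BHQ-2 forked duplex and 2 mM ATP. Unwinding read as fluorescence (525/598 nm), two reads 2 h apart.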
JMJD2E inh: qHTS Assay for Inhibitors of Human Jumonji Domain Containing 2E (JMJD2E). Potency, µM (series often up to 57.1 µM), inactives show top-dose activity change, negative = inhibition, usual class: inhibitors. 230,000 tested, 1.6% active. Lysine-specific demethylase 4E (Homo sapiens), B2RXH2. AID 2147, 2009. JMJD2E catalytic domain, FDH-coupled NADH fluorescence (FDH is formaldehyde dehydrogenase); active means well fitted inhibition curve with a large enough effect, not every such curve was filed as active; inconclusive means small, poorly fitted or top-dose-only effect, or another doubt; inactive means no such curve, though single readings can be large or run the other way;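 further: 0% = wells with enzyme and -100% = buffer wells without enzyme; nearly all actives have a fitted effect of over 50% in size; many of its hits are not listed in these tables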
Tau FP inhib: qHTS for Inhibitors of Tau Fibril Formation, Fluorescence Polarization; Microtubule-associated protein tau (Homo sapiens), P10636; Potency, µM (titrated, usually from 57.7 µM), for inactives: at the top dose activity, negative = inhibition, hits mostly inhibitors; AID 1468, 2008; K18 P301L tau heparin fibrillization, Alexa594 FP, 6 h; 280,000 tested, 0.39% active; further: nearly all actives have a fitted effect of over 55% in size
Target sequence (P10636 561-689 P618L limits assumed): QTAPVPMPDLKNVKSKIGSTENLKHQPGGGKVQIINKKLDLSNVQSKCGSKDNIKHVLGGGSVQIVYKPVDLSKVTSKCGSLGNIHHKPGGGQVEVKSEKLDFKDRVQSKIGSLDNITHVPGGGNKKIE
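Heparin (20 uM) drove fibril formation of recombinant tau K18 P301L, 15 uM unlabeled with 0.24 uM Alexa 594 label, for 6 hr at 37 C in 100 mM sodium acetate pH 7. Fluorescence polarization (555/632 nm) read 1 hr after 30 uM ThT.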
TRb SRC2 PPI: qHTS for Inhibitors of the Interaction of Thyroid Hormone Receptor and Steroid Receptor Coregulator 2; Potency, µM (top dose mostly 106 µM), inactives show top-dose activity change, negative = inhibition, actives largely listed as inhibitors; TRbeta-SRC2 peptide binding, fluorescence polarization; receptor liganded with 1 µM T3; 280,000 tested, 0.065% active; AID 1469, 2008; Thyroid hormone receptor beta (Homo sapiens), P10828;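 further: plate controls were bound peptide for no effect and peptide without receptor for full effect; nearly all actives have a fitted effect of over 50% in size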
Target sequence (P10828 whole entry, looked up): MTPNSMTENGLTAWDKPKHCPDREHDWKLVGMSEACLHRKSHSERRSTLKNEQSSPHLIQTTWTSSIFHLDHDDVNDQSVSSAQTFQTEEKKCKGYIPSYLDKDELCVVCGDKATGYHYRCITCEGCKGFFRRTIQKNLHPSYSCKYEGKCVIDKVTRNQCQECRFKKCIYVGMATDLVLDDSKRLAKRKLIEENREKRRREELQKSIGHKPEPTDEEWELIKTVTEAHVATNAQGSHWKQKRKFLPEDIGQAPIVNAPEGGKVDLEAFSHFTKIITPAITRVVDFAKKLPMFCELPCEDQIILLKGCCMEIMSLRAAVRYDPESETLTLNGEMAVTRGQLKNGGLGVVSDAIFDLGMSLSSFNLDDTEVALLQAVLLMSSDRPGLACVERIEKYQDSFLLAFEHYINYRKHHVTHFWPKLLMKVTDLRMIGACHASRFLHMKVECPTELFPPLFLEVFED
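TRb LBD 0.6 uM + Texas Red SRC2 peptide 20 nM, 1 uM T3, Tris buffer w/ 5% DMSO; compound pinned, 5 h RT; FP read ex 555/em 632; normalized to unbound and bound controls.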
TR SRC2 fluor cs: Total Fluorescence Counterscreen for Inhibitors of the Interaction of Thyroid Hormone Receptor and Steroid Receptor Coregulator 2; TRb/SRC2 Texas Red total fluorescence interference; Potency, µM (doses to about 106 µM), for the others: at the top dose fluorescence change, negative = quenching; 280,000 tested, 0.29% active; active means well fitted curve in either direction with a large enough effect; inconclusive means small, poorly fitted or top-dose-only effect
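Human TRb ligand-binding domain at 0.6 uM with 20 nM Texas Red SRC2 peptide in Tris buffer containing 1 uM T3 and 5% DMSO, incubated with compound 5 h at ambient temperature. Total fluorescence (555/632 nm) calculated as parallel + 2 × perpendicular.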
GoLoco inh red: qHTS Assay for Inhibitors of RGS12 GoLoco Motif Activity (Red Fluorophore). Guanine nucleotide-binding protein G(i) subunit alpha-1 (Homo sapiens), P63096. Gai1:RGS12 GoLoco peptide FP, rhodamine, 10 min. Potency, µM (series often up to 61.6 µM), inactives show at the top dose activity, negative = inhibition, hits mostly inhibitors. 230,000 tested, 0.44% active; active means well fitted inhibition curve with a large enough effect, not every such curve was filed as active; inactive means no such curve, though single readings can be large or run the other way; further: nearly all actives have a fitted effect of over 30% in size; many of its hits are not listed in these tables
Target sequence (P63096 whole entry, looked up): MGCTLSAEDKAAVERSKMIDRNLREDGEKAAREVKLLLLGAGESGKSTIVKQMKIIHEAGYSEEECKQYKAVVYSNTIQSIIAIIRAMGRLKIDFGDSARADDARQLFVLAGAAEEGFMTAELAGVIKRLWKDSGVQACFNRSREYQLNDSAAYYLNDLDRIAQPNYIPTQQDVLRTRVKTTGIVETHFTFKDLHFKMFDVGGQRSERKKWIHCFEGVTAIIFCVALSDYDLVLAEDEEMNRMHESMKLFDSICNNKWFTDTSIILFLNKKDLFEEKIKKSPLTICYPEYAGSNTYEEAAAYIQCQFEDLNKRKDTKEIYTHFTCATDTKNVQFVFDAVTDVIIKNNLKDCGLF
Tau ThT inhib: qHTS for Inhibitors of Tau Fibril Formation, Thioflavin T Binding; Potency, µM (doses to about 57.4 µM), for the others: top-dose activity, negative = inhibition, usual class: inhibitors; Microtubule-associated protein tau (Homo sapiens), P10636; recombinant tau K18 P301L (four-repeat tau fragment), heparin-induced fibrillization, ThT fluorescence; 270,000 tested, 2.1% active; further: nearly all actives have a fitted effect of over 55% in size
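In this qHTS, human K18 P301L tau is incubated with compound and heparin for 6 hr at 37 C, and Thioflavin T fluorescence then reports fibril load.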
* marks the source's active call; other numbers are inactive results; i = inactive; ? = inconclusive; . = not tested or not shown; & = joins results of further samples; [ ] = another dose, or the depositor's remark. Unless noted, the call rests on the fitted dose curve; in most records, active means well fitted curve in the direction sought with a large enough effect; inconclusive means small, poorly fitted or top-dose-only effect, or another doubt; inactive means no such curve, though single readings can be large; an effect the other way counts as inactive or inconclusive. Unless noted, on the % scale 0 is the no-effect control and ±100 the full control effect; potency means the concentration at half of the fitted maximal effect.

SMILES | L3MBTL1 inh | RECQ1 helicase | JMJD2E inh | Tau FP inhib | TRb SRC2 PPI | TR SRC2 fluor cs | GoLoco inh red | Tau ThT inhib
COc1ccc(S(=O)(=O)NCCc2sc(-c3cccc(C)c3)nc2C)cc1 | . | . | . | 0% | -6% | -1% | . | -17%
COc1ccc(CCNC(=O)/C=C/c2ccc(C)cc2)cc1OC | -6% | -7% | 2% | -9% | -5% | -3% | 7% | ?
O=C(CCN1C(=O)C2C3C=CC(C3)C2C1=O)NCC1CCCO1 (stereo unspecified) | 8% | -2% | 0% | -12% | -14% | -2% | 2% | -4%
CCOc1ccccc1NC(=O)CSc1nc2c(c(=O)[nH]1)CCC2 | . | . | . | -9% | 0% | -1% | . | 1%
Cc1[nH]c2c(C(=O)N3CCCC(CCC(=O)NCc4ccccc4F)C3)cccc2c1C (stereo unspecified) | -13% | i | ? | 5% | 0% | -2% | 24% | -10%
C#CCCCC(=S)Nc1ccccc1 | . | -6% | -1% | -15% | -1% | -3% | -7% | -6%
Nc1nonc1/C(=N/O)N1CCCC1 | -1% | -5% | 10% | -2% | 1% | -7% | 1% | 3%
CCC(=O)Oc1ccc2c(C)c(Cl)c(=O)oc2c1 | -3% | -10% | ? | 0% | 2% | -6% | 3% | -25%
C=CCN1C2CCCC1CC(NC(=S)Nc1ccc(Cl)cc1)C2 (stereo unspecified) | -5% | i | 11% | 4% | 6% | 1% | 10% | 7%
COc1ccc(OCCCSc2ncccn2)cc1 | . | 1% | 5% | -2% | -3% | 0% | -14% | ?
COCCNC(=O)COc1ccc(C)cc1C | . | 2% | -3% | -3% | 14% | 1% | -4% | -7%
CCc1ccc(CNC(=O)C2CCN(c3nnc(C)c4c(C)n(-c5ccc(C)cc5)nc34)CC2)cc1 | . | . | . | -5% | -4% | 2% | . | -13%
Fc1cccc(Nc2nc(Cl)nc(Cl)n2)c1 | 3% | i | -6% | 6% | -4% | -1% | 8% | -1%
CCc1nnc(NC(=O)Cn2nc(-c3ccccc3OC)ccc2=O)s1 | 2% | -21% | ? | -3% | -8% | 1% | 8% | 4%
Cc1cc([N+](=O)[O-])nn1CC(=O)Nc1ccccn1 | . | -3% | 5% | -13% | -1% | -2% | 11% | -5%
N#Cc1nc(-c2ccc(Cl)cc2)oc1N1CCCCC1 | -14% | i | ? | 1% | 1% | -5% | 10% | -6%
CCOC(=O)N1CCC(NC(=O)c2ccc3c(c2)N(Cc2ccc(C)cc2)CCS3)CC1 | 6% | 0% | ? | 7% | -10% | 0% | 3% | -5%
CCOC(=O)CNC(=O)C1CCCN(c2ncccn2)C1 (stereo unspecified) | -9% | 0% | ? | 0% | 3% | 3% | -5% | 3%
CCCCN(C)C1CCN(C(=S)Nc2cccc(SC)c2)CC1 | . | i | 6% | 0% | -4% | 0% | 4% | 1%
O=S(=O)(NCCc1nnc2ccc(SCc3ccc(Cl)cc3Cl)nn12)c1ccccc1 | . | . | . | 2% | -1% | -1% | . | -10%
CC1=C(C)C(=O)C(N2CCOCC2)=CC1=O | -7% | -5% | -24% | -1% | 4% | -2% | 2% | ?
Cc1cc(C)c(S(=O)(=O)Nn2cnnc2)c(C)c1 | 1% | -4% | -4% | -5% | 3% | 0% | -10% | -6%
Fc1ccccc1-n1[nH]nnc1=S | . | i | -3% | 5% | -10% | -2% | -7% | -5%
O=C(Nc1ccccc1C(F)(F)F)c1ccc(F)c(S(=O)(=O)N2CCOCC2)c1 | 1% | i | 1% | -5% | -13% | 0% | 6% | 0%
COc1ccc(-n2c(C)nc3c(cnn3-c3ccc(C)c(C)c3)c2=O)cc1Cl | . | . | . | -6% | 8% | -1% | . | -10%

Next results.
SMILES | L3MBTL1 inh | RECQ1 helicase | JMJD2E inh | Tau FP inhib | TRb SRC2 PPI | TR SRC2 fluor cs | GoLoco inh red | Tau ThT inhib
CCCCn1c(=O)nc2n(-c3ccccc3C)c3ccccc3cc-2c1=O | 1% | i | ? | -2% | 8% | -1% | 18% | -13%
COc1ccc(N2C(=O)C3CCCN3C2c2ccccc2)cc1Cl (stereo unspecified) | 1% | -3% | 5% | 2% | 4% | -2% | 6% | 0%
N=c1ccn2c(n1)OC1C(O)C(CO)OC12 (stereo unspecified) | . | -10%&-6%&9% | -3%&4%&2% | 3%&3%&-1% | -11%&-4%&10% | -3%&1%&-1% | 4%&-5%&-9% | -6%&-1%
COc1ccc2ccccc2c1CNC(=O)CC1C(=O)NCCN1CC(C)C (stereo unspecified) | -1% | 13% | -24% | -5% | 5% | 3% | 25% | ?
CC(SC(=S)N1CCOCC1)C(=O)O (stereo unspecified) | . | i | 0% | -2% | -1% | -1% | -7% | 1%
COc1ccc(C(=O)c2c(N)c(-c3nc(-c4ccc(OC)cc4)cs3)c3ccccn23)cc1 | . | . | . | 12% | 4% | -3% | . | ?
O=[N+]([O-])c1c(Nc2ccc(O)cc2)cc(N2CCOCC2)c2nonc12 | 9% | -8% | 1% | 2% | ? | -105%[53 µM] | -6% | -2%
COC(=O)c1ccc(-n2c(CCC(=O)O)ccc2-c2ccc(C)cc2)cc1 | . | . | . | -8% | 4% | -14% | . | ?
Cc1ccc2c(c1)CC(C)N2S(=O)(=O)c1nnc(NC(=O)c2ccccc2F)s1 (stereo unspecified) | . | . | . | 0% | 3% | -14% | . | ?
COC(=O)C(C(=O)OC)c1ccc(N)cc1 | . | -5% | -4% | 2% | 0% | -3% | 3% | -1%
O=C(O)CCC(=O)N1c2ccccc2NC2=C(C(=O)CC(c3ccc(F)cc3)C2)C1c1ccc([N+](=O)[O-])o1 (stereo unspecified) | 47%[activator] | -4% | -13% | -1% | 1% | -1% | 2% | -16%
Cc1ccc(O)c(C(CC(=O)N2CCCC2)c2ccccc2)c1 (stereo unspecified) | -1% | -18% | -2% | 10% | -10% | -4% | 10% | -11%
CCC/C(O)=C1\C(=O)CC(C)(C)CC1=Nc1ccccc1OC | 3% | -2% | 1% | -11% | 9% | -1% | 7% | -9%
CN1C(=O)C2(NCCc3c2[nH]c2ccccc32)c2ccccc21 (stereo unspecified) | -14% | -12% | 2% | 6% | -14% | -3% | 8% | 6%
Cc1ccc(C(C(=O)NCc2ccco2)N(CC2CCCO2)C(=O)Cn2nnc3ccccc32)cc1 (stereo unspecified) | 5% | i | -1% | -6% | -8% | 1% | 6% | -6%
c1ccc(-n2ncc3c2ncn2cnnc32)cc1 | -2% | -11% | ? | 3% | 5% | 1% | -5% | -9%
COc1cc(NC(=O)Cc2ccc(Cl)cc2)ccc1NC(=O)c1ccco1 | 29% | -15% | ? | -6% | -5% | -7% | 2% | ?
CC1CCCCC1NC(=O)COC(=O)Cc1ccc(Br)cc1 (stereo unspecified) | 6% | i | 11% | -5% | -4% | -3% | 2% | 3%
O=C(NCc1ccc(Cl)cc1)C1CCN(c2cnccn2)CC1 | . | i | -5% | -1% | 0% | -2% | -3% | -6%
O=C(c1cccc(Cl)c1)N1CCN(C(=O)c2ccccc2F)CC1 | ? | i | -9% | 4% | -18% | 0% | 8% | -6%
Cc1ccc(SCC(=O)N2CCCC2)cc1 | 0% | -3% | 5% | 0% | 1% | 2% | -1% | -1%
CN(CCCN1CCOCC1)Cc1cn(C)nc1-c1ccccc1F | -13% | -3% | -13% | -8% | 1% | -2% | -5% | -11%
CCN(CC(N)=O)S(=O)(=O)c1ccc(F)cc1 | -1%[11.4 µM] | 13% | -25% | -6% | 3% | 1% | 3% | -3%
COc1cc(OC)c(OC)cc1/C=C/c1cc(C(F)(F)F)[nH]c(=O)n1 | 3% | -3% | 13% | -9% | 1% | -1% | -3% | 3%
CNC(=S)NN(c1ccccc1)c1ccccc1 | -5% | i | -5% | 4% | 0% | -3% | 1% | 6%

Continued, overlapping the part above by two compounds.
SMILES | L3MBTL1 inh | RECQ1 helicase | JMJD2E inh | Tau FP inhib | TRb SRC2 PPI | TR SRC2 fluor cs | GoLoco inh red | Tau ThT inhib
COc1cc(OC)c(OC)cc1/C=C/c1cc(C(F)(F)F)[nH]c(=O)n1 | 3% | -3% | 13% | -9% | 1% | -1% | -3% | 3%
CNC(=S)NN(c1ccccc1)c1ccccc1 | -5% | i | -5% | 4% | 0% | -3% | 1% | 6%
CC(NC(=O)Nc1ccc([N+](=O)[O-])cc1)C(c1cccs1)N1CCCC1 (stereo unspecified) | -3% | -1% | -2% | -4% | 0% | 0% | 3% | -8%
CC(=O)OCC1OC(n2cnc3c(Cl)nc(Cl)nc32)C(OC(C)=O)C1OC(C)=O (stereo unspecified) | . | 10% | 0% | -7% | -4% | -1% | 4% | ?
C[C@H](NC(=O)c1nc[nH]c1C(=O)N1CCc2ccccc2C1)C(=O)OCc1ccccc1 | . | ? | 2% | -5% | 12% | 0% | 11% | 0%
CCOC(=O)N1CCN(C(=O)c2ccc(NC(=O)c3ccc(C)cc3)cc2)CC1 | 1% | -2% | -5% | -1% | -1% | 0% | 5% | -10%
COc1cc2c(C(=O)Nc3ccc(C)cc3Br)cn(C)c(=O)c2cc1OC | . | . | . | -2% | -1% | -3% | . | -7%
CC(NC(=O)c1cc2sccc2n1Cc1ccc(F)cc1)c1ccccc1 (stereo unspecified) | . | . | . | -5% | -2% | 0% | . | 7%
O=C(Cc1cccs1)Nc1nc(-c2ccccc2)cs1 | . | -19% | 3% | ? | 5% | -2% | -4% | -10%
O=C(Nc1ccccc1F)c1ccc2nc(N3C(=O)CCC3=O)sc2c1 | -1% | -6% | 2% | -2% | -1% | -5% | -1% | -14%

Not all compounds are listed; count on the stated rates, not on these rows.
